zfTRPN1 agonist = zebrafish TRPN1 channel agonists, primary screen, cell-based, HEK293, calcium fluorescence | transient receptor potential cation channel N1 (TRPN1/NompC), Danio rerio | HEK293 zebrafish TRPN1-YFP, Fluo-8 calcium fluorescence; 100% = response to 87 µM carbachol | activation, % at 3 µM | hit rate 0.18% among 220,000;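 active = activation above its plate's cutoff, the mean activation of test wells on that plate plus 3 SD, cut at about 19% in these data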;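 also: 0% = DMSO alone and 100% = 87 µM carbachol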
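Material: zebrafish TRPN1-YFP in HEK293 cells; Doses: single test compound dose, 3 µM nominal, 0.3% DMSO; Timing: dye loading 1 h at 37 °C, then 30 min room temperature; Technique: intracellular calcium fluorescence with Fluo-8; Benchmarks: high carbachol 87 µM, low DMSO alone.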
TRPML3 agonist = human TRPML3 channel agonists, primary screen, cell-based, HEK293 TRPML3-YFP, Fluo-8 calcium fluorescence, 3 µM | Mucolipin-3 (Homo sapiens), Q8TDD5 | hit rate 0.29% among 220,000 | AID 1448, 2008 | activation, % at 3 µM | 100% = the carbachol control signal;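 active = activation above its plate's cutoff, the mean activation of the plate's test wells plus 3 SD, cut at about 12% in these data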;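 also: 0% = DMSO only wells and 100% = carbachol wells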
Target sequence (Q8TDD5 whole entry, looked up): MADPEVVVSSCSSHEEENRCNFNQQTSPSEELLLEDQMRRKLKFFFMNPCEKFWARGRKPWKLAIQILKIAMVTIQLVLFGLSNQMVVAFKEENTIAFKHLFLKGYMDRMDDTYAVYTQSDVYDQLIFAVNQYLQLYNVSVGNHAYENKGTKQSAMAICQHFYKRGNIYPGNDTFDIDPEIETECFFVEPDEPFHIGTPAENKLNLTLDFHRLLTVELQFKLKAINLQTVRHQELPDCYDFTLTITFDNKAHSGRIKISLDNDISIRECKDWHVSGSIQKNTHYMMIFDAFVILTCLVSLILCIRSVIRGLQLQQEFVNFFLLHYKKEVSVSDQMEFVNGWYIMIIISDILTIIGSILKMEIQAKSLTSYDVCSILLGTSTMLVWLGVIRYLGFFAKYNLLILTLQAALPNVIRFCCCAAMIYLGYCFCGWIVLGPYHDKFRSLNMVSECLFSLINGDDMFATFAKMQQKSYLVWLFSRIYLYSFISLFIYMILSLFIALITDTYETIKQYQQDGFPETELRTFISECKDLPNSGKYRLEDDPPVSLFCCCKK
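Material: HEK293 cells stably carrying human TRPML3-YFP; compound dosing: single dose, 3 µM final nominal compound, 0.3% DMSO final; incubation: 1-h 37 °C dye load, 5-s basal, 120-s post-compound reads; technique: Fluo-8 intracellular calcium fluorescence, excitation 470-495 nm, emission 515-575 nm; read-out basis: percent activation from peak-to-basal fluorescence ratio, scaled between DMSO and carbachol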
CHOP inhibitor = inhibitors of CHOP promoter induction, primary screen, cell-based, unfolded protein response, luciferase reporter | inhibition, % at 10 µM | hit rate 3.8% among 220,000 | CHO-K1 CHOP-promoter luciferase, tunicamycin-induced, 15-18 h;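 active = compounds that reduced the stress-induced luciferase reporter signal by more than about 70% of percent inhibition, limit read from the data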;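 also: 0% = tunicamycin plus vehicle and 100% = wells without tunicamycin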
MDM2 E3 inh = MDM2-luciferase reporter signal enhancers, primary screen, MDM2 E3 ligase inhibitor project, cell-based, luminescence, 1536-well | E3 ubiquitin-protein ligase Mdm2 (Homo sapiens), Q00987 | cell-based MDM2 ubiquitination luciferase reporter, 2 h; 0 = plate control, 100 = twice control, blank-subtracted | signal enhancement, % at 5 µM | hit rate 0.11% among 210,000 | AID 1230, 2008;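 active = signal enhancement of 30% or more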;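 also: luminescence tracks abundance of the self-degrading MDM2-luciferase fusion protein; higher signal means inhibition of MDM2 E3 ligase activity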
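system = mammalian cells stably expressing self-ubiquitinating, self-degrading MDM2 E3–luciferase fusion | quantity = 2000 cells per well seeded | incubation = 4 h cell settling then 2 h compound exposure, 37 °C | signal = SteadyLite luminescence, 15 min reagent step | benchmarks = plate control and blank wells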
TNF necrop inh = inhibitors of TNF-alpha triggered necroptosis, primary screen, cell-based, Jurkat FADD-/-, single concentration. Jurkat FADD-/- TNF necroptosis rescue, ATP luminescence, 24 h; 0 = TNF only, 100 = no-TNF cells. activation (protection from cell death), % at 10 µM. hit rate 0.068% among 220,000. AID 463075, 2010;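 active = activation, meaning protection from cell death, of at least 50% relative to plate controls; inactive = activation below 50%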;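 also: necroptosis triggered by 40 ng/mL TNF-alpha added together with compound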
Runt-SMMHC FRET = inhibitors of RUNX1 Runt–CBFb-SMMHC binding, primary screen, biochemical, FRET, Cerulean-Runt, Venus-CBFb-SMMHC, uHTS. Runt-related transcription factor 1 (Homo sapiens) + Core-binding factor subunit beta …. Cerulean-Runt/Venus-CBFb-SMMHC FRET ratio 530/480, 1 h. inhibition, % at 20 µM. hit rate 0.74% among 220,000;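 active = mean inhibition across duplicate retests at 20 µM reaching about 50%, limit read from the data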;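 also: 0% = DMSO wells and 100% = wells with excess untagged CBFb-SMMHC; inhibitors lower the FRET ratio by blocking Runt binding to CBFb-SMMHC; some results filed as inactive read as strong as hits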
NCF1 inh = p47phox/p22phox peptide binding inhibitors, primary screen, biochemical, uHTS, NADPH oxidase regulatory subunit; fluorescence polarization, 2 h; AID 1274, 2008; inhibition, % at 24.7 µM; hit rate 0.53% among 220,000; Neutrophil cytosol factor 1 (Homo sapiens), P14598;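 active = inhibition above about 30%, limit read from the data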;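 also: 0% = p47phox with labelled peptide and 100% = labelled peptide alone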
Target sequence (P14598 whole entry, looked up): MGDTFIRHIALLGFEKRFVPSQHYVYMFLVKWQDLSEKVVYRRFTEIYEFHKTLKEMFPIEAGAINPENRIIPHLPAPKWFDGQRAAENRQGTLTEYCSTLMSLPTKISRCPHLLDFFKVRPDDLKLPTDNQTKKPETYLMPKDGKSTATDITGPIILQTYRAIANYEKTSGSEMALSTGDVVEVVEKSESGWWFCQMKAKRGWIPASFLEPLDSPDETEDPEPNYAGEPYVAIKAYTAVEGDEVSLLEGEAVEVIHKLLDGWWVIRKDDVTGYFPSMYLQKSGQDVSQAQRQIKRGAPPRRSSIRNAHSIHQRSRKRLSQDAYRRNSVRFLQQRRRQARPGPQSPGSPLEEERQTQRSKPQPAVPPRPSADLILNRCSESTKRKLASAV
PPC-1+TRAIL kill = compounds killing PPC-1 cancer cells with TRAIL present, primary screen, TRAIL potentiator project, ATPLite luminescence, uHTS | PPC-1 cells + TRAIL, ATPLite viability luminescence | cell killing (% activity), % at 4 µM | hit rate 0.41% among 220,000;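 active = cell killing above 50% in the first pass at 4 µM, then a duplicate retest at 5 µM averaging 50% or more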;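 also: plate controls were cells with TRAIL plus DMSO for no effect and medium-only wells lacking cells for full effect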
EBV gp42 block = Epstein-Barr virus gp42 inhibitors, primary screen, biochemical, uHTS, fluorescence polarization; Glycoprotein 42 (Epstein-Barr virus (strain AG876)), Q1HVG2; Fluorescence polarization binding assay, mP read-out; inhibition, % (tested at 21.74 µM); hit rate 0.42% among 220,000; in the data active = inhibition above about 50%
Numbers without * were called inactive; . = not tested or not shown; [ ] = dose if it differs, or a comment.

Compound	NCF1 inh	TRPML3 agonist	PPC-1+TRAIL kill	CHOP inhibitor	TNF necrop inh	MDM2 E3 inh	EBV gp42 block	Runt-SMMHC FRET	zfTRPN1 agonist
C=CCN=C1SC(C)C(=O)N1S(=O)(=O)c1ccccc1 (configuration not stated)	-10	0.3	4	2	-3.3	8	-12	-3	0.3
C=CCOn1c(=O)c(-c2cccs2)[n+]([O-])c2ccccc21	-7	0.9	10	4	0.9	-15	-8	21	0.3
Cc1cccc(C)c1NC(=S)Nc1c(C)n(C)n(-c2ccccc2)c1=O	-2	0.1	10	4	1.2	-2	-12	4	-0.3
Cn1c(=O)c(Sc2ccccc2)c(O)c2ccccc21	-4	-0.4	6	9	0.9	-11	-8	-8	-1.5
CC(NC(=S)NCc1ccccc1)C12CC3CC(CC(C3)C1)C2 (configuration not stated)	-6	0.4	29	66	-5.8	-5	-1	-2	0.7
COc1ccc(C2CC(c3ccc4ccccc4c3OC(C)=O)=NN2C(=O)/C=C/c2ccccc2)cc1 (configuration not stated)	-22	0.4	26	36	1.3	-7	-5	-7	0.3
CCC1(c2ccc(F)cc2)NC(=O)N(CC(=O)Nc2cc(S(=O)(=O)N(C)C)ccc2Cl)C1=O (configuration not stated)	-5	6.1	14	6	-0.2	-8	-3	-2	8.9
C=CCn1c(N)c(C(=O)OC(C)(C)C)c2nc3ccccc3nc21	-9	-0.3	-4	-4	-3.4	-4	-21	95*	-0.4
Cn1c(=O)[nH]c(=O)c2c1nc(N1CCOCC1)n2CC(O)COc1ccc2ccccc2c1 (configuration not stated)	-9	1.3	-21	27	-2.0	-11	-4	-2	1.9
CNC(=S)N1N=C(c2ccccc2)CC1c1ccccc1Cl (configuration not stated)	-9	-0.8	-2	25	-0.2	-13	-10	0	-1.3
CC1CC(C)(C)NC(=S)N1CCC(=O)NCc1ccc(Cl)cc1 (configuration not stated)	-9	1.4	1	13	0.1	-7	3	-1	0.7
O=C1C2CC=C(Cl)CC2C(=O)N1CCc1c[nH]c2ccccc12 (configuration not stated)	-6	0.8	2	23	3.0	-2	-4	2	-0.5
COc1ccc(NC(=O)CSc2nc3ccccc3c(=O)n2CCCN2CCC(C)CC2)c(OC)c1	-3	0.0	5	21	2.1	-8	-9	0	-1.6
COc1ccc(C(=O)N2CCN(C(=O)c3ccncc3)CC2)cc1	-11	-0.2	12	32	-1.6	-7	-13	3	-0.5
O=C(COc1cccc(F)c1)Oc1ccc(C(=O)c2ccccc2)cc1	-19	-0.2	11	9	1.7	-6	-24	0	-1.9
Cc1ccccc1Cn1cnc2c(NS(C)(=O)=O)c(C)c(C)cc21	-11	1.0	1	25	-5.9	-13	-8	1	-0.5
S=C(c1ccc2c(c1)OCO2)N1CCCC1	-2	0.5	26	-5	-1.0	-8	2	3	-1.4
Cc1ccc(C(NC(=O)N2CC(C)OC(C)C2)C(Cl)Cl)cc1F (configuration not stated)	-4	-0.4	11	45	1.6	-6	5	-4	-2.2
COc1ccc(-n2nc(C)cc2N)cc1	5	-0.3	11	-23	1.2	-6	4	3	0.1
O=C1CN(c2nc(-c3cccnc3)nc3sc4c(c23)CCCC4)CCN1	0	1.2	14	18	-1.6	-11	6	4	0.4
COc1ccc(CN(CC2CCC(C(=O)O)CC2)C(=S)Nc2ccccc2OC)cc1 (configuration not stated)	-1	0.1	22	6	-0.9	-15	2	-2	0.9
CC1CCc2c(sc(NC(=O)c3ccc(-c4ccccc4[N+](=O)[O-])o3)c2C#N)C1 (configuration not stated)	-8	0.4	9	-21	-0.6	-3	-21	-10	-0.5
CC(=O)Nc1ccccc1Sc1ccccc1	-14	0.0	16	24	-1.5	11	-14	2	-0.8
Cc1cc(C(=O)NCc2ccco2)on1	-8	0.1	-3	22	-0.2	-14	-14	5	0.3
CCOc1ccc(C(=S)NC2CCCCC2)cc1	-2	-0.8	-1	28	-2.7	-12	-6	7	-2.6
O=C(CCn1cnc2ccccc2c1=O)Nc1cccc(Cl)c1	1	0.1	-18[5 µM]	-15	0.1	17	7	-2	-0.8
COc1cc(/C=N/O)cc(Cl)c1OC	-5	0.7	4	4	1.7	-19	-4	3	-0.2
N=C1C(c2nc3ccccc3[nH]2)=C(O)CN1c1ccccc1	-6	1.0	14	-39	-2.6	41*	-16	2	0.3
Cc1ccc(NC(=O)Cn2c(=O)oc3ccccc32)cc1	-8	1.1	-1	-5	3.9	6	-20	0	1.8
CCc1cccc(Oc2nn[nH]n2)c1	-8	0.0	10	-5	-1.9	-3	10	1	-0.5
CCC(C)NC(=O)c1ccccc1NC(=O)/C(=C/c1ccc(OC)cc1)c1ccccc1 (configuration not stated)	-3	0.5	9	16	-0.6	-10	10	1	-0.5
O=C(CC(c1ccco1)C1CCCCC1=O)c1ccco1 (configuration not stated)	-2	-0.4	8	12	-3.8	-8	-7	-2	-0.1
CCCn1c(SCC(=O)N2CC(=O)Nc3ccccc32)nc2ccccc21	1	-0.9	20	2	3.6	-14	-6	1	-0.8
O=C(O)CCn1c(=O)[nH]c(=O)n(CCC(=O)O)c1=O	7	-0.9	6	2	1.6	-4	-12	-1	1.3
Cn1cnc2c(N3CCCCC3)nccc21	-9	0.9	9	24	-0.8	5	-12	-2	-1.2
CCOC(=O)C1=C(N)Oc2c(oc(CO)cc2=O)C1c1ccc(F)c(F)c1 (configuration not stated)	-12	-0.2	-6	-12	-0.3	-12	-5	1	0.0
COc1ccc(C(=O)N2CC3(C)CC2CC(C)(C)C3)cc1 (configuration not stated)	56*	0.0	20	15	-0.2	-21	-1	0	0.0
Cc1ccc(S(=O)(=O)N(CCC(=O)O)c2ccccc2)cc1	-1	0.3	40	-43	1.0	-19	-6	-5	1.9
CCC(=O)Nc1cccc(C2=NOC3(C2)C[C@@H](C(N)=O)N(C(=O)CC(c2ccccc2)c2ccccc2)C3)c1 (some centres not stated)	-6	.	0	0	1.5	4	-9	-4	.
CCCCCCCN1C2=NCCN2c2ccccc21	-7	0.1	14	11	-1.6	-16	-3	4	2.2

Rewritten as labelled records: entries from further up.
compound: COc1ccc(CN(CC2CCC(C(=O)O)CC2)C(=S)Nc2ccccc2OC)cc1 (configuration not stated)
  NCF1 inh: -1
  TRPML3 agonist: 0.1
  PPC-1+TRAIL kill: 22
  CHOP inhibitor: 6
  TNF necrop inh: -0.9
  MDM2 E3 inh: -15
  EBV gp42 block: 2
  Runt-SMMHC FRET: -2
  zfTRPN1 agonist: 0.9

compound: CC1CCc2c(sc(NC(=O)c3ccc(-c4ccccc4[N+](=O)[O-])o3)c2C#N)C1 (configuration not stated)
  NCF1 inh: -8
  TRPML3 agonist: 0.4
  PPC-1+TRAIL kill: 9
  CHOP inhibitor: -21
  TNF necrop inh: -0.6
  MDM2 E3 inh: -3
  EBV gp42 block: -21
  Runt-SMMHC FRET: -10
  zfTRPN1 agonist: -0.5

(list continues)
Compound	NCF1 inh	TRPML3 agonist	PPC-1+TRAIL kill	CHOP inhibitor	TNF necrop inh	MDM2 E3 inh	EBV gp42 block	Runt-SMMHC FRET	zfTRPN1 agonist
COC(=O)[C@H](C)[C@H]1C[C@]1(C)[C@H](NC(=O)OCc1ccccc1)c1ccccc1	-4	-1.0	23	22	-1.6	.	0	3	-2.2
COc1ccc(OCc2n[nH]c(=S)o2)cc1	-8	0.2	20	-8	0.5	-1	-16	3	0.8
COc1ccc(-c2noc(COc3ccc(Cl)c(C)c3)n2)cc1	0	-0.1	1	53	1.0	-3	-3	1	0.6
COc1ccc(-n2c(SCC(=O)OC(C)C)nnc2-c2ccccn2)cc1	3	-0.1	-8	13	2.1	-23	13	5	-0.1
O=C(NNC(=O)c1ccccn1)c1cccc([N+](=O)[O-])c1	14	1.4	15	15	-5.6	-1	-17	3	1.4
CCOc1cc(CNCC(C)C)cc(Cl)c1OCc1ccccc1	1	0.2	21	60	2.9	-10	0	1	-1.0
Cc1ccc(N(CC(=O)N2CCOCC2)S(=O)(=O)c2ccccc2)cc1	-12	-0.5	27	13	-1.1	0	-9	-1	-0.1
CC(=O)Nc1ccc(S(=O)(=O)N2CCN(CCCOc3ccccc3Cl)CC2)cc1	-12	2.5	-2	44	0.1	0	-9	-5	3.6
CCOc1ccc(N(CC(=O)N/N=C/c2cc([N+](=O)[O-])ccc2Cl)S(C)(=O)=O)cc1	-2	-0.1	-7	-11	-2.8	-10	-21	0	-1.9
COc1ccccc1-c1cc(C(=O)NC(C)C)no1	-3	-0.5	9	29	0.4	-8	5	3	-1.3
Cc1onc(-c2ccccc2)c1C(=O)N(Cc1ccccn1)Cc1ccccn1	-20	0.1	10	-1	0.4	-10	-9	-1	-0.1
CCc1cc2c(=O)c(-c3ccc(F)cc3)c(C(F)(F)F)oc2cc1OCC(=O)O	-7	0.7	6	-21	1.8	-7	-8	-2	1.9
COCC(C)NC(=O)CCc1nnc(C2(c3ccc(Cl)cc3)CCC2)o1 (configuration not stated)	-2	0.7	11	-4	-1.3	-5	-7	75	-0.6
O=C(Nc1ccccc1)C1=C[C@H](c2ccccc2)C[C@H](OCc2ccc(CO)cc2)O1	.	0.5	17	15	2.3	.	-4	0	0.5
CCn1c(C(=O)NCCCN2CCc3ccccc3C2)cc2sccc21	-9	0.5	34	18	1.8	-18	-9	2	-1.8
Cn1c(=O)c2c(nc(N/N=C/c3cccs3)n2Cc2ccccc2)n(C)c1=O	-13	0.6	14	16	-4.9	-6	5	-4	0.5
Cc1ccc(S(=O)(=O)N2CCN(c3cnn(C)c(=O)c3Cl)CC2)cc1	-2	0.9	3	8	-0.7	-7	-2	2	0.2
O=C(CSc1nnc(Cc2ccccc2)o1)NC1CC2CCC1C2 (configuration not stated)	-5	0.3	15	-18	1.2	-10	-5	0	0.3
Clc1cccc(NCc2nnc3n2CCCCC3)c1	-14	0.2	3	-4	2.1	-5	-16	2	-0.2
COC(=O)C1(C)NC(=O)c2ccccc2N1 (configuration not stated)	4	-0.1	-16	24	1.4	-14	-1	1	1.0
